CaV13 FRET inh – Primary screen for inhibitors of IQ motif and Ca2+-dependent inactivation inhibitor domain binding in CACNA1D, Förster resonance energy transfer in living cells, …; inhibition, % at 12.3 µM; HEK cells, CFP/YFP FRET ICDI-IQ, plate reader, 10 min; percent FRET-ratio fall versus neutral wells; 0.098% of 340,000 active;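 active means mean replicate inhibition of at least 30% and at least 1% of replicates passing that level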;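 further: 0% = median of the neutral control wells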
Shn3 3UTR inh – Schnurri-3 reporter inhibition in Clone20 osteoblasts; Clone20 osteoblast Shn3 3'UTR firefly luciferase, 24 h; inhibition, % at 12.5 µM; 0.52% of 360,000 active; AID 588674;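 active means mean inhibition of at least 75% with every replicate also reaching 75%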;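 further: 0% = median of neutral control wells and 100% = pilot-screen positive control compound; some compounds past the cut are filed as inactive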
Peg3 promoter – inhibitors of Peg3 promoter; HeLa PEG-Prom luciferase reporter, luminescence, overnight; inhibition, % at 20 µM; 1.7% of 360,000 active; AID 588405;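 active means inhibition of at least 50% at 20 µM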
NR2E3 ag-1 – activates human NR2E3 receptor. AID 602229. 0.35% of 360,000 active. inhibition of corepressor binding, % at 3.98 µM. CHO-S Gal4-NCOR/VP16-NR2E3 two-hybrid, luciferase;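 active means inhibition above the mean of all tested compounds plus 3 SD, cut at about 70% in these data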;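 further: 0% = DMSO with NR2E3 transfected cells and 100% = cells lacking NR2E3 construct; higher means lower luciferase signal from less NR2E3 corepressor binding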
Target sequence (Q9Y5X4 whole entry, looked up, the tested form may be a part): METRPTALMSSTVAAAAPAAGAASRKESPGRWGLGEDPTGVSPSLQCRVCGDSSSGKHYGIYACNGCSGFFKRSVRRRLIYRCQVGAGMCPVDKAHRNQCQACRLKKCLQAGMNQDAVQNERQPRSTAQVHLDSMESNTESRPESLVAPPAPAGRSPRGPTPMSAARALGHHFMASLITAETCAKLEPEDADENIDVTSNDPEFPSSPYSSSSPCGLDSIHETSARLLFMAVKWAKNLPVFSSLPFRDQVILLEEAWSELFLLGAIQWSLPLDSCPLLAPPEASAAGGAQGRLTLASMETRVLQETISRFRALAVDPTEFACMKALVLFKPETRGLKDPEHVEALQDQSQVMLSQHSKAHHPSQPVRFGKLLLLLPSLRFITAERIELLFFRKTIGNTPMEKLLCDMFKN
PDI inh – inhibitors of human protein disulfide isomerase. PDI insulin aggregation turbidity, A650, 90 min. 0.052% of 350,000 active. inhibition, % at 10 µM. AID 588391. P07237;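 active means mean inhibition across replicates of 30% or more, whatever share of single replicates reach that level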;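 further: absorbance from insulin aggregation driven by PDI reduction with DTT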
Target sequence (P07237 whole entry, looked up): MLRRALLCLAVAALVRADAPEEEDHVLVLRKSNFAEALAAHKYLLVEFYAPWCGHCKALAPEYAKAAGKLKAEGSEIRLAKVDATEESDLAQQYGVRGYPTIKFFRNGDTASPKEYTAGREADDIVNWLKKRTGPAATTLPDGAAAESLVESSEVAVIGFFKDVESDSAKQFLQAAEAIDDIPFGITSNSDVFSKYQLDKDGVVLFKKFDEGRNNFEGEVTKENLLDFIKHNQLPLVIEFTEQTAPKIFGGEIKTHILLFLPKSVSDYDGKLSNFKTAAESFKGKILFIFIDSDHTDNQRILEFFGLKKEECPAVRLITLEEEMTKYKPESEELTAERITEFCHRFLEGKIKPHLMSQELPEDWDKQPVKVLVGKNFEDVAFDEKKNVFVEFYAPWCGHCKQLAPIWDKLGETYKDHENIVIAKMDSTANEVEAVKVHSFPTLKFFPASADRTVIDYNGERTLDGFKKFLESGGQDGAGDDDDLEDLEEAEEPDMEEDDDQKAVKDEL
Vif inh – blocks HIV Vif function | HEK293T cells, Vif self-association by quenched fluorescence, imaging, 24 h | inhibition, % at 7.49 µM | 0.35% of 340,000 active; in the data active means inhibition above about 50%, passing the limit was not always enough; further: some results filed as inactive read as strong as hits
HIF-2a block – blocks HIF-2a reporter activity. 786-0 RCC cells HIF-2a reporter, luciferase luminescence, overnight. inhibition, % at 18.8 µM. 0.72% of 360,000 active. AID 624352;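 active means inhibition of the luminescence signal of 40% or more relative to plate controls, in a single-dose primary screen at 18.75 µM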
MITF TRPM1 inh – inhibitors of MITF-driven TRPM1 promoter in melanoma cells | SK-MEL-5 TRPM1 promoter luciferase, 24 h | inhibition, % at 12.5 µM | 0.83% of 330,000 active;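 active means mean inhibition across replicates of 60% or more, whatever share of single replicates reaches that level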; further: values of inactives mirror those of a sister screen read the other way
NR2E3 ag-2 – activates human photoreceptor nuclear receptor NR2E3 | Q9Y5X4 | GST-NR2E3/biotin-RetCOR TR-FRET, 1536-well | inhibition of corepressor binding, % at 4.78 µM | 0.12% of 320,000 active | AID 2300;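 active means percent inhibition above the cutoff of mean plus 3 SD of all tested compounds, set per screening campaign, cut at about 20% in these data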;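 further: 0% = DMSO wells and 100% = biotin wells as full block of FRET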
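Test system – NR2E3–RetCOR corepressor complex · Quantity – NR2E3 fusion 1.35 nM · Buffer or medium – Tris pH 7.5 · Incubation – Compound–protein incubation for 5 h at 4 °C · Technique – TR-FRET, Eu(K)-anti-GST donor, streptavidin-D2 acceptor, ex 340, em 617/671 nm · Evaluation – percent inhibition of 671/617 nm emission ratio versus biotin and DMSO controls · Plate – 1536-well format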
CF NFkB inh – cystic fibrosis NF-kB activation inhibition. 0.86% of 360,000 active. inhibition, % at 5 µM. KKLEB NF-kB-GFP reporter, PAF-induced, GFP fluorescence overnight. AID 588850;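 active means at least 50% inhibition at 5 µM, scaled per plate between neutral and stimulator controls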;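 further: PAF is a Pseudomonas aeruginosa culture filtrate used as stimulus; plate controls were PAF-stimulated DMSO wells for no effect and unstimulated DMSO wells for full effect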
KKLEB tox – CF airway cell cytotoxicity counter-screen; 0.36% of 360,000 active; KKLEB CF airway cells viability, ATPlite luminescence, overnight; stronger effect = lower value; cells stimulated with P. aeruginosa culture filtrate; activity change (cytotoxicity), % at 5 µM; AID 602141;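 active means corrected activity change at or below -50% at 5 µM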
* hit, by the source's call; . = not tested or not shown; & = joins results of further samples.

SMILES	CaV13 FRET inh	Shn3 3UTR inh	Peg3 promoter	NR2E3 ag-1	PDI inh	Vif inh	HIF-2a block	MITF TRPM1 inh	NR2E3 ag-2	CF NFkB inh	KKLEB tox
CCOC(=O)N1CCN(C(=O)Cn2nc(C)n3nc(-c4ccc(CC)cc4)cc3c2=O)CC1	-3	-1	-44	2	-7	-3	-24	-3	-2	-18	11
CC(/C=C1\SC(=S)N(NC(=O)c2ccncc2)C1=O)=C\c1ccccc1	-19	0	7	-7	-3	-3	2	-12	3	-19	6
COc1cc(CNCCc2ccccc2)cc(Br)c1OCC(=O)Nc1ccccc1C	-5	30	31	27	-6	-3	0	-13	1	18	-10
COc1ccc(C)cc1-n1c(SCC(=O)NCC2CCCO2)nc2c([nH]c3ccccc32)c1=O (configuration not stated)	-6	9	16	18	5	-2	23	20	4	8	4
O=C(CC1SC(=Nc2ccc(OC(F)F)cc2)N(CCC2=CCCCC2)C1=O)Nc1ccccc1F (configuration not stated)	-3	78	16	2	3	2	-9	2	-3	-20	-16
Cc1sc(NC(=O)C2C3CCC(O3)C2C(=O)O)c(C(=O)OC(C)C)c1-c1ccc(Cl)cc1 (configuration not stated)	-8	.	9	-9	-7	.	7	4	6	-4	0
Cc1ccccc1NC(=S)NNC(=O)c1ccco1	-6	-1	-13	-32	2	-5	-72	7	.	-28	6
COc1ccc(S(=O)(=O)Nc2c(C)n(C)n(-c3ccccc3)c2=O)cc1	-8	-1	15	12	-8	1	11	-2	0	12	-1
O=C(Cc1ccc(Cl)c(Cl)c1)Nc1cccc(S(=O)(=O)N2CCOCC2)c1	-18	5	25	-22	4	-6	27	21	-3	7	-4
C[C@]12c3[nH]c4cc(-c5ccco5)ccc4c3CCN1C(=O)[C@@H](CC(=O)NCc1ccco1)C[C@@H]2C(=O)N1CCOCC1	-11	-17	-2	-9	7	.	-1	6	.	-29	15
CCOc1ccc(N(CC(=O)NCc2ccc(F)cc2)C(=O)CCC(=O)Nc2nccs2)cc1	-3	-7	-7	-22	4	8	17	11	0	-5	-2
Cc1ccc(NC(=S)NC(=O)c2ccc(-c3ccccc3)cc2)c(C)c1	.	6	8	-30	-7	-11	-40	-3	3	-8	5
CN(C(=O)CSc1nc2ccccc2c(=O)n1-c1ccccc1Cl)C1CCS(=O)(=O)C1 (configuration not stated)	-6	6	1	11	-5	-1	9	-5	.	-16	12
Cc1ccccc1NC(=O)CSCc1nc(N)nc(Nc2ccccc2C)n1	-3	1	-3	0	0	3	-21	-8	2	-5	0
Cc1ccccc1OCC(=O)OCC(=O)c1c[nH]c2ccccc12	-4	-6	-4	-13	6	-13	19	14	1	-7	3
CCCCN(CC)C(=O)Cn1cnc2ccc(S(=O)(=O)N3CCC(C)CC3)cc2c1=O	-6	-6	11	-9	1	-2	14	-7	0	26	-8
CCc1nnc(SCC(=O)Nc2ccc(N3CCOCC3)cc2)o1	.	5	4	2	5	1	6	0	1	7	-22
CC(=O)Nc1cccc(C(=O)N/N=C/c2ccc(C)o2)c1	-4	13	4	-10	0	-6	-1	-5	4	0	8
C/C(=N/NC(=O)c1ccc(C)s1)c1cccc(NC(=O)COc2ccc(Cl)cc2Cl)c1	.	-3	.	-14	.	15	.	-31	-1	.	.
COCOc1ccc(/C=C/C(=O)c2c(O)cc(OCOC)cc2OCOC)cc1	.	-14	15	-1	.	-9	-11	.	-1	52*	-20
CCOc1ccc(NC(=S)NC(=O)c2c(Cl)c(C)nn2C)c([N+](=O)[O-])c1	-5	-3	-4	-23	-3	5	-14	6	1	23	-29
CC(C)N1C[C@@]23C=C[C@@H](O2)C(C(=O)OCc2ccccc2)[C@H]3C1=O (some centres not stated)	-6	10	-9	0	2	13	8	7	-1	14	-2
Cc1ccc(OCC(=O)NCC(=O)n2nc(C)cc2C)cc1	-6	-3	0	-5	-3	26	12	-4	0	11	-4
Cc1cccc(N(CC(=O)NCC2CCCO2)C(=O)CCC(=O)Nc2cc(C)on2)c1 (configuration not stated)	-5	0	13	2	1	-3	22	5	0	2	0
Cc1occc1C(=O)N1CCN(c2ncccn2)CC1	.	2	14	-38	0	11	-4	-6	-1	-2	14
Cc1ccc2oc(=O)n(Cc3ccccc3)c2c1	5	2	4	-25	-6	-3	9	-7	1	5	-5
O=C(NN=C1CCCCCC1)c1ccc2c(c1)OCO2	-5	-42	-35	-54	5	12	-70	-18	3	-3	-2
Cc1cccc(-c2c3c(=O)n(C)c(=O)n(C)c3c3nnc4ccccc4n23)c1	.	5	2	-25	7	-14	14	-11	.	-30	-9
CCOC(=O)Cc1nnc(NC(=O)CSc2nnc3c(n2)[nH]c2ccccc23)s1	-3	31	5	-17	-4	2	15	16	1	12	-21
CC(C)Oc1ccc(C2CCC(=O)NC2=O)cc1 (configuration not stated)	-4	10	-1	4	9	3	5	-6	-3	-4	10
COC(=O)c1ccc(OC(=O)c2nn(C)cc2Cl)c(OC)c1	-4	-6	13	22	-3	.	9	-6	3	8	-1
C[C@@H]1CN([C@H](C)CO)S(=O)(=O)c2ccc(C#Cc3ccccc3F)cc2O[C@H]1CN(C)C(=O)c1ccc2c(c1)OCO2	-4	38	56*	-16	3	-4	-25	.	.	12	1
Cn1c(SCc2cnc(-c3ccccc3)s2)nnc1C1COc2ccccc2O1 (configuration not stated)	.	5	2	-25	0	-3	-3	10	-1	4	-1
CCc1nc2ccc(C(=O)NCCC(C)C)cn2c1N(CCN(C)C)CC1CC1	-7	0	-2	-22	7	13	0	.	.	1	4
CC(C)NC(=O)CSc1ccccc1C(=O)NCc1ccc2c(c1)OCO2	.	-4	9	-9	-1	-8	8	-6	-2	-1	8
Cc1ccc(-c2nc3cc(C)c(Br)c(C)n3c2Cc2ccccc2)cc1	-4	-16	-39	-102	.	.	-70	.	.	19	-33
COc1cc(OC)c(OC)cc1CNC(=O)c1cc(=O)c2ccccc2o1	-4	17	-10	-4	-7	-7	-4	8	3	5	-2
CC(C)CC(C(=O)OCC(=O)Nc1ncc(Cl)cc1Cl)N1C(=O)c2ccccc2C1=O (configuration not stated)	-3	8	0	-13	0	0	17	7	0	6	-10
N#CCCn1nc(-c2ccc([N+](=O)[O-])cc2)cc1Nc1ccccc1NC(=O)C(F)(F)F	-4	-1	19	-5	3	-21	13	12	1	0	1
CC(C)C(c1nnnn1Cc1ccc(F)cc1)N1CCC(C(N)=O)CC1 (configuration not stated)	0	21	14	-10	-2	2	23	-11	-3	-3	-2
COC(=O)N/N=C/c1ccc(-c2cc(Cl)ccc2Cl)o1	-4	-11	42	-6	14	-6	-52	0	-4	-55	24
C/C(N)=C(/C#N)C(=O)CSc1nc2ccc(C)cc2[nH]1	-6	-45	-197	-55	-10	3	-175	-32	0	-2	19
CC1CN(C(=O)CNC(=O)COc2ccccc2)CC(C)O1 (configuration not stated)	-6	7	0	-27	6	39	7	-9	.	-1	-32
CC(C)(C)NC(=O)C(c1ccccc1)N(C(=O)c1ccco1)C1CC1 (configuration not stated)	-5	-10	10	5	2	-5	11	3	4	-9	15
O=C(C[n+]1ccccc1)N/N=C/c1cc(Br)ccc1F	-6	5	1	10	1	-2	2	.	2	8	-2
CC(C)C(C)NC(=O)CSc1nc2scc(-c3ccco3)c2c(=O)n1-c1ccccc1 (configuration not stated)	0	10	14	-30	-9	-7	7	2	2	14	3
CC(C)C[C@@H](CSc1ccccc1)N1CCN(C)CCC1=O	-5	-35	-105	-22	8	14	-79	-6	2	5	-7
O=C(c1cc(C(=O)N2CCN(c3ccc(F)cc3)CC2)cc([N+](=O)[O-])c1)N1CCN(c2ccc(F)cc2)CC1	-1	36	33	-8	9	-4	8	51	0	15	-1
Cc1ccc(Cc2c(C(C)(C)C)nc3cc(C)c(Br)c(C)n23)cc1	-10	-5	10	-2	.	.	27	.	.	27	-13
CCOC(=O)c1c(NC(=O)C2C3C=CC(C3)C2C(=O)O)sc2c1CCC(C)C2 (configuration not stated)	-4	13	13	6	2	8	16	1	3	-10	3
(further entries)
SMILES	CaV13 FRET inh	Shn3 3UTR inh	Peg3 promoter	NR2E3 ag-1	PDI inh	Vif inh	HIF-2a block	MITF TRPM1 inh	NR2E3 ag-2	CF NFkB inh	KKLEB tox
CCOC(=O)c1nc(Nc2ccc(C(=O)OC)cc2)c2ccccc2n1	.	2	-16	-7	-2	99*	-27	-7	1	1	-1
c1ccc2c(c1)CNc1ccccc1-2	-6	-13	11	-9	-2	4	-10	4	.	8	-6
CCCCC1CCC(C(=O)N2CCOCC2)CC1 (configuration not stated)	-7	0	7	3	1	-4	4	-5	2	-2	25
CSc1ccc2c(c1)N(CCC1CCCCN1C)c1ccccc1S2 (configuration not stated)	-5	-6&7	99*	-30	3	-4&-4	-19	-6	1	29	-9
Cc1[nH]c(=O)[nH]c(=O)c1S(=O)(=O)N(CC(C)C)CC(C)C	-4	-11	-1	-13	-4	14	10	2	1	-11	12
O=C(c1ccc2c(c1)C(=O)N(Cc1ccco1)C2=O)N1CCOCC1	-7	-10	7	-5	3	-9	9	16	3	-2	-10
CC(C)(C)c1cc(NC(=O)NN2CCOCC2)nn1-c1c(Cl)cc(Cl)cc1Cl	-5	13	5	-30	10	12	25	4	-1	14	-1
Cc1cc(-c2csc(N)n2)c(C)n1-c1ccccc1	-5	-10	-126	9	-4	-6	-18	-21	8	-2	4
Cc1onc(-c2ccccc2Cl)c1C(=O)Nc1nn[nH]n1	-7	-14	6	-8	-2	5	-1	1	2	2	-5
Cc1cccc(N2CCN(S(=O)(=O)c3ccc4c(c3)OCCO4)CC2)c1C	-19	2	28	7	27	0	8	3	4	5	4
CCCCCCc1nc(C(N)=O)c2[nH]c(=O)n(-c3ccccc3F)c2n1	.	-1	35	14	2	-1	3	9	3	-18	22
COc1ccc(NC(=O)CSc2nnc(Cc3ccccc3)c(=O)n2N)c(OC)c1	-4	1	-1	-7	9	7	4	2	2	11	-2
COc1ccc(NC(=O)COc2ccc(C(=O)NC3CCCc4ccccc43)cc2OC)cc1 (configuration not stated)	-3	16	-3	-8	-19	-9	11	12	5	0	4
O=C(OCC(=O)N1CCc2ccccc21)c1cc(S(=O)(=O)N2CCOCC2)ccc1F	-3	-6	7	15	-4	6	16	1	.	31	-7
O=C(Nc1nc2c(s1)COc1ccccc1-2)c1cccs1	-5	-9	-64	-62	.	-6	-169	.	3	8	13
COc1ccc(CCNC(=O)CCN2C(=O)c3cccc4cccc(c34)C2=O)cc1OC	-2	16	-3	-2	-7	-3	-9	-5	2	-14	7

Screening data: PubChem, several laboratories
